Xi reactivation: activators of X-chromosome reactivation in mouse fibroblasts; XiGFP mouse fibroblasts, % GFP-positive cells imaging, 3 d; cells co-treated with 5-aza-dC sensitizer; scaled so ellipticine positive control = 100%; activation, % at 7.58 µM; hit rate 0.055% among 360,000; AID 743238;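 active = mean normalized replicate activation at least 10% and every replicate at or above 10%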;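 note: 0% = median of on-plate neutral control wells and 100% = ellipticine 6 µM median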
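Assay system – SV40-immortalized XiGFP fibroblast cells, line 68-5-11 · Buffer or medium – DMEM supplemented with 5-aza-dC as sensitizing agent · Dosing – one concentration, pinned · Benchmarks – positive control ellipticine, 6 µM final · Times – 3 days compound exposure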
RAD52 inh: RAD52 (human) annealing inhibition. P43351. recombinant RAD52 DNA annealing, FRET fluorescence. inhibition, % at 18.7 µM. hit rate 0.46% among 360,000. AID 651710;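 active = every replicate showing at least 50% inhibition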
Target sequence (P43351 whole entry, looked up): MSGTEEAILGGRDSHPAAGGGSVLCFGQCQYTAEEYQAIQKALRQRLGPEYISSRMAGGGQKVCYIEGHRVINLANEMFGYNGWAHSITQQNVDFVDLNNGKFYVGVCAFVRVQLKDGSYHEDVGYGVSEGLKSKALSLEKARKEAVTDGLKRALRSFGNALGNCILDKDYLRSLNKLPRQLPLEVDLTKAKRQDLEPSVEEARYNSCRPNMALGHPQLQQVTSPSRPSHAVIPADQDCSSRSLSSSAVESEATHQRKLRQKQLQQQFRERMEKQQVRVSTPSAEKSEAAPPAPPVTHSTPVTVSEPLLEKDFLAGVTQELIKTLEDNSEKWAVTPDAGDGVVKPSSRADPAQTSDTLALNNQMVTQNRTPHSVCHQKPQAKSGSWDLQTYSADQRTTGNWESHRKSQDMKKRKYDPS
GSIS activator: GLuc luminescence reporter in INS-1E cells, primary screen for activators of glucose-dependent secretion of insulin; AID 743287; hit rate 0.61% among 370,000; INS-1E GLuc reporter insulin secretion, 2-3 h; activation, % at 16.6 µM;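 active = lowest replicate activation of at least 40%, so every replicate reaches that level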;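 note: 0% = median of neutral control wells and 100% = median of IBMX positive control wells; some compounds called inactive have numbers as strong as hits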
RAD54 branch: RAD54 (human) branch migration inhibition; Q92698; RAD54 Holliday junction branch migration, FAM/BHQ fluorescence; inhibition, % at 10.4 µM; hit rate 0.14% among 360,000; AID 602329;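 active = mean normalized replicate activity at least 40 and at least half of replicates scoring 40 or more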;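 note: 0% = median of neutral control wells and 100% = median of positive control wells; inhibitors cause a drop in the FAM fluorescence signal; in these data hits start at about 50%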
ARNT-TACC3 inh: disruptors of human ARNT/TACC3 interaction; hit rate 0.66% among 390,000; AID 623870; inhibition, % at 9.99 µM; AlphaScreen His-ARNT PAS-B/GST-TACC3 binding, luminescence; TACC3 fragment carries E629A point mutation; Q9Y6A5;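 active = mean inhibition of replicates at least 50% and at least half of replicates each reaching 50%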;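 note: 0% = complete ARNT plus TACC3 wells and 100% = ARNT alone without TACC3; many hits fall short of the cut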
ERAP1 inh: inhibitors of human ERAP1 aminopeptidase | Q9NZ08 | recombinant ERAP1, Leu-AMC fluorescence, 60 min | inhibition, % at 10.7 µM | hit rate 0.15% among 340,000;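 active = mean replicate inhibition of at least 30%, or all replicates individually reaching that 30% level; inactive = mean below 30% and not every replicate reaching it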;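 note: 0% = neutral control wells and 100% = L-leucinethiol positive control wells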
CFTR F508del cor: CFTR F508del correction in bronchial cells; hit rate 0.36% among 350,000; activity (quench increase), % at 7.58 µM; CFBE cells, YFP halide quenching; stimulated with forskolin plus potentiator P3; % fluorescence drop versus neutral controls; AID 720511;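 active = mean added fluorescence quench of at least 8% versus neutral control, with both replicates also reaching 8%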;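 note: cells transiently co-express mutant CFTR-F508del with the halide-sensitive YFP; corrector assay measuring rescue of mutant channel to the surface after 24 h compound exposure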
esBAF inh: SWI/SNF esBAF complex inhibition; mouse ES cells, Bmi1-luciferase knock-in reporter, 24 h; 100% = twice the neutral-well signal; reporter increase, % at 12.5 µM; hit rate 2% among 350,000; in the data active = activation above about 40%;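 note: 0% = median of the plate's neutral control wells and 100% = double that signal; a rise in the Bmi1 reporter signal indicates esBAF inhibition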
* = called active by the depositor; nt = not tested or not shown.

SMILES	Xi reactivation	RAD52 inh	GSIS activator	RAD54 branch	ARNT-TACC3 inh	ERAP1 inh	CFTR F508del cor	esBAF inh
C/C=C/c1ccc([C@H]2[C@@H](CO)N(C(C)=O)[C@@H]2CN(C(=O)COC)C(C)C)cc1	0.5	-1	5	3	-5	nt	-0.9	-2
CCOC(=O)C1=C(COC(=O)c2ccc3ccccc3c2O)NC(=O)NC1C (stereo not given)	0.1	-45	-2	0	nt	-1	3.4	4
CN(CC(=O)Nc1cccc(F)c1)C(=O)c1ccccc1OCC(=O)Nc1cccc(C(F)(F)F)c1	0.0	-2	-9	nt	-2	-4	2.9	nt
COc1ccc(NC(=O)Nc2ccc3c(c2)C(=O)N([C@@H](C)CO)C[C@H](C)[C@H](CN(C)S(=O)(=O)c2ccc(C)cc2)OCCCC[C@@H](C)O3)cc1	-0.3	12	-12	-9	8	-6	-4.3	8
COc1cccc(OCc2nc(-c3ccc(Br)o3)no2)c1	0.0	-6	2	-7	1	3	-4.1	1
COc1ccc(NC(=O)Cc2nnc(SCC(=O)NC3CCCC3)n2C)cc1	0.4	-7	2	-18	-8	0	1.8	-2
O=C(O)/C=C\C(=O)NNC(=O)c1cc(-c2ccccc2)n[nH]1	-0.4	-13	24	8	-1	3	-0.2	nt
COc1ccc(OCCN2C(=O)c3ccccc3C2=O)c([N+](=O)[O-])c1	0.1	-10	25	-10	1	4	1.5	34
COc1ccc(NC(=O)c2ccccc2NC(=O)c2ccccc2C(=O)O)c(OC)c1	0.0	-18	12	-14	2	1	4.9	31
CCN1CCN(c2ccc(S(=O)(=O)N3CCOCC3)cc2NC(=O)c2cc(F)c(F)c(F)c2F)CC1	0.1	-13	-9	5	nt	-3	0.1	10
CN(C)c1ccc2c(c1)[C@@H]1C[C@H](CC(=O)O)O[C@@H](CO)[C@@H]1O2	0.1	-70	17	2	1	6	-1.9	2
Cc1cc(C)n(/N=C/c2ccc(O)cc2)c(=O)c1C#N	0.0	1	4	12	-20	4	1.0	-2
COc1ccccc1C(=O)N1CCN(c2cccc(C(F)(F)F)c2)CC1	nt	nt	-28	-10	2	nt	nt	7
Cc1ccccc1OCC(=O)N1CCCc2ccccc21	0.1	-3	4	nt	nt	11	-0.3	nt
COc1ccc(NC(=O)CCCC2CCCCC2)c(OC)c1	-0.1	1	-19	-10	-6	-1	-2.0	2
C/C=C/c1ccccc1[C@@H]1[C@H](C#N)N(C(C)=O)[C@H]1CO	0.0	-6	6	nt	nt	0	-0.2	nt
CNC(=O)C[C@@H]1CC[C@H]2[C@H](COc3ccc(NC(=O)C4CC4)cc3C(=O)N2C)O1	0.4	nt	-3	-2	-6	nt	-0.7	-1
CC(OCCN1CCCC1)(c1ccc(F)cc1)c1ccc(F)cc1	0.0	-3	-1	nt	-5	2	nt	nt
COc1ccccc1Nc1nc(N)nc(CSC(=S)N2CCN(c3ccccc3)CC2)n1	0.0	7	20	nt	-8	1	-5.0	nt
Cc1ccsc1/C=C(\C#N)C(=O)NC1CCS(=O)(=O)C1 (stereo not given)	0.2	-55	20	nt	-3	0	0.4	nt
Cc1ccc(NC(=S)NNc2ccc([N+](=O)[O-])cc2S(=O)(=O)Nc2ccccc2C(=O)O)cc1C	-0.3	nt	-6	15	7	nt	nt	nt
O=C(NNC(=O)C1CC1c1ccccc1)c1ccccc1[N+](=O)[O-] (stereo not given)	0.0	-15	nt	7	-5	1	3.0	nt
C[C@H]1CN([C@@H](C)CO)C(=O)c2cccc(NS(=O)(=O)c3cccs3)c2O[C@H]1CN(C)S(=O)(=O)c1cccs1	-0.1	-42	-2	-28	1	-5	-1.9	2
O=C(CCN1CCCCC1)N[C@@H]1C=C[C@H](CC(=O)N2CCC(Cc3ccccc3)CC2)O[C@H]1CO	-0.4	12	11	-10	7	-1	1.4	6
COc1ccccc1CNC(=O)COC(=O)C1CC1	0.2	-7	-1	-5	nt	-2	-3.0	0

Additional structures.
SMILES	Xi reactivation	RAD52 inh	GSIS activator	RAD54 branch	ARNT-TACC3 inh	ERAP1 inh	CFTR F508del cor	esBAF inh
COc1ccc(NC(=O)Nc2ccc3c(c2)C(=O)N([C@@H](C)CO)C[C@@H](C)[C@@H](CN(C)C(=O)c2ccccc2)OCCCC[C@@H](C)O3)cc1	0.1	-11	-24	-5	0	-1	-0.1	1
CCOCCCNC(=O)C1(O)c2ccccc2NC(=O)N1c1ccc(C)c(C)c1 (stereo not given)	0.2	0	-13	7	-7	-1	1.7	11
O=C(O)CC(C(=O)O)C(=Cc1ccccc1)c1ccccc1 (stereo not given)	0.1	0	12	8	nt	4	0.1	-4
O=C1[C@H](c2ccccc2)[C@@H](c2ccccc2)N1c1ccncc1	0.0	-9	-23	-3	1	-3	-1.4	-1
CCOc1ccc(C(=O)NCC(=O)Nc2ccc(N3CCOCC3)cc2)cc1OCC	0.3	-2	12	nt	-10	-3	-1.5	nt
Cc1c(C(=O)N2CCCC2)oc2c1-c1nn(CC(=O)NCCCOC(C)C)cc1CC2	0.0	-11	-6	nt	3	1	1.1	8
Cc1nc(-c2ccccc2)nc2[nH]c(C(C)C)cc(=O)c12	nt	nt	3	2	-5	nt	nt	-5
COC(=O)[C@H]1C[C@H]1[C@@H](NC(=O)c1ccc[nH]1)c1ccccc1	0.0	-7	nt	-5	1	-3	-2.3	-2
COCC(=O)Nc1ccc2c(c1)[C@@H]1C[C@@H](CC(=O)NCCc3ccccc3)O[C@H](CO)[C@@H]1O2	0.1	-3	11	1	4	8	-2.5	-1
Cc1c(/C(O)=C2/C(=O)C(=O)N(CCN3CCOCC3)C2c2ccccn2)cnn1-c1ccccc1 (stereo not given)	0.1	-21	5	-8	13	3	0.3	nt
CCOc1ccc(C(=O)Cn2cnnc2C#N)cc1	0.0	-15	-3	3	-11	-4	-0.1	nt
COc1cc(/C=C2\C(C)=C(C#N)c3nc(N)c(C#N)c(C)c32)ccc1OCC(=O)O	0.1	-53	-14	-23	7	-1	2.8	-4
CCCCCCN1C[C@@H](n2cc(COC(=O)c3ccccc3)nn2)[C@H](O)C[C@@H]1c1ccc(Cl)cc1	0.3	4	1	0	nt	1	-1.8	-5
COc1ccc(-c2nnc(NC(=O)C(C)C)o2)cc1	-0.1	-6	6	-3	11	1	-1.1	10
c1ccc(C2Nc3cccc4cccc(c34)N2)cc1	-0.2	-18	nt	5	-2	0	nt	-7
O=C(N1CCCC1)C12CC3CC(C1)CC(C(=O)N1CCCC1)(C3)C2	0.0	-1	-5	9	-16	-1	0.5	-2
O=C(CCNC(=O)c1ccccc1Cl)NCC1CCCO1 (stereo not given)	0.0	-4	4	5	-3	-1	-3.0	-6
COc1ccc(C2c3ccsc3CCN2C(C)=O)cc1 (stereo not given)	0.8	-14	6	1	-2	1	0.7	7
O=C(CN1C(=O)C2C3CCC(C3)C2C1=O)OCC(=O)c1ccccc1 (stereo not given)	-0.1	-3	12	-2	0	-4	-0.6	-11
Nc1c(C(=O)Nc2ccc3c(c2)OCCO3)nnn1Cc1ccc(F)cc1	0.0	-3	34	7	3	2	-0.2	96*
O=C(CS(=O)(=O)c1cn(CC(=O)N2CCCC2)c2ccccc12)Nc1ccccc1	-0.3	-5	29	-13	-4	5	1.8	nt
C[C@@H]1CN([C@H](C)CO)C(=O)c2cc(NC(=O)c3ccncc3)ccc2O[C@@H](C)CCCCO[C@H]1CN(C)Cc1ccc(Cl)c(Cl)c1	0.2	13	-21	nt	nt	-2	0.9	nt
Nc1nccc(/C=C/c2c(F)cccc2Cl)n1	0.0	-23	-3	nt	-12	16	-0.2	20
C[C@H](NC(=O)N(C)C[C@H]1OCc2ccccc2-c2c(n(C)c3ccccc23)C(=O)N([C@@H](C)CO)C[C@@H]1C)c1ccccc1	0.2	-25	-12	-2	3	2	3.3	-1
Cc1cc(F)ccc1S(=O)(=O)N1CCCOC1CNC(=O)C(=O)NC1CCCC1 (stereo not given)	-0.2	-5	-6	-3	-7	-3	0.6	-11

Compound profiles, from the list above. Values in the order: Xi reactivation	RAD52 inh	GSIS activator	RAD54 branch	ARNT-TACC3 inh	ERAP1 inh	CFTR F508del cor	esBAF inh
Profile of Cc1c(C(=O)N2CCCC2)oc2c1-c1nn(CC(=O)NCCCOC(C)C)cc1CC2 → 0.0	-11	-6	nt	3	1	1.1	8
Profile of CCCCCCN1C[C@@H](n2cc(COC(=O)c3ccccc3)nn2)[C@H](O)C[C@@H]1c1ccc(Cl)cc1 → 0.3	4	1	0	nt	1	-1.8	-5

Other records.
SMILES	Xi reactivation	RAD52 inh	GSIS activator	RAD54 branch	ARNT-TACC3 inh	ERAP1 inh	CFTR F508del cor	esBAF inh
O=C(CN1C(=O)C2CC=CCC2C1=O)Nc1ccccc1N1CCCC1 (stereo not given)	0.0	-7	0	nt	3	1	0.6	nt
CC(C)(C)S(=O)c1cccs1 (stereo not given)	nt	-11	-4	1	-4	0	-4.4	-5
Cc1ccc(CNC(=O)Nc2ccc3c(c2)N(C)C(=O)CS3)cc1	0.1	-91	2	nt	-22	-7	1.0	nt
CCN1CNC(=S)N(c2ccccc2OC)C1	-0.1	-11	-18	nt	-2	2	1.1	nt
CCOC(=O)c1c(NC(=O)CN2CCN(c3cccc(Cl)c3)CC2)sc(C)c1C	-0.1	-5	16	nt	-1	nt	-2.2	nt
O=C(NCC[C@@H]1CC[C@H](NS(=O)(=O)c2cccc(F)c2)[C@@H](CO)O1)C1CCC1	0.2	11	7	-14	-38	2	2.0	0
O=C(C[C@@H]1CC[C@H]2[C@@H](COC[C@@H](O)CN2Cc2cccc(C(F)(F)F)c2)O1)NCCc1ccncc1	0.1	5	21	-3	-5	-2	0.8	7
COC(=O)c1cc(S(=O)(=O)N2CCN(c3ccccc3F)CC2)c[nH]1	0.0	-2	-19	-3	2	-4	-1.8	-2
O=c1oc(CCO)cc2ccc(-c3ccc4[nH]ccc4c3)cc12	-0.2	-12	4	-4	0	4	-3.1	50*
Cc1noc(C)c1S(=O)(=O)N1CCCc2nc(-c3ccc(Br)cc3)ccc21	0.2	-15	14	nt	nt	2	3.3	nt
O=C(N/C(=C/c1ccc(Cl)cc1)C(=O)N1CCCC1)c1ccccc1	-0.1	-10	13	-12	-3	4	-5.4	6
COc1ccc(C(=O)N2CC(=O)Nc3ccc(C)cc3C2c2ccccc2)cc1 (stereo not given)	0.0	-2	-2	-6	-6	7	-4.1	-4
N#CCSc1ccccc1NC(=O)COC(=O)CCN1C(=O)C2CC=CCC2C1=O (stereo not given)	-0.2	-12	nt	4	nt	0	-2.3	-3
COC(=O)c1ccc(CNC(=O)COC(=O)CNS(=O)(=O)c2ccc(C)cc2)cc1	0.3	-6	nt	-6	nt	0	-1.5	1
COc1ccc(S(=O)(=O)Nc2ccc3c(c2)C(=O)N([C@@H](C)CO)C[C@@H](C)[C@@H](CN(C)C(=O)Nc2ccccc2)O3)cc1	-0.1	8	-8	2	2	-3	-2.2	3
Brc1cc2c(cc1/C=N/Nc1nc3ccccc3s1)OCO2	nt	nt	-1	2	-5	nt	nt	68*
CCCC1=Nc2cc(C(=O)N3CCCC3)ccc2Sc2ccc(C)cc21	0.1	-16	28	-12	1	-3	0.1	-4
CC(Oc1ccc(C(=O)c2ccccc2)cc1)C(=O)N1CCOCC1 (stereo not given)	0.7	-11	-5	12	-6	-2	0.4	-1
CC(OC(=O)c1cc(=O)[nH]c2ccccc12)C(=O)NC1CCCC1 (stereo not given)	-0.1	-21	11	1	0	1	3.6	3
O=C1COc2ccc(S(=O)(=O)N3CCCCC3)cc2N1	0.0	-10	26	-5	1	-1	-2.4	1

High-throughput results deposited in PubChem BioAssay by Broad Institute.
